Screening results: PubChem BioAssay, several laboratories
SRC3 inh = human NCOA3 inhibition. Q9Y6Q9. HEK293 GAL4-SRC3 luciferase reporter, luminescence. inhibition, % at 3.6 µM. 0.17% of 360,000 active;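 active = inhibition above a per-campaign cutoff, the mean of all compounds plus 3 SD, cut at about 60% in these data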;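 note: 0% = DMSO-treated cells and 100% = gossypol-treated cells at 36 µM; higher means less SRC3-driven luciferase light from the GAL4 reporter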
Target sequence (Q9Y6Q9 whole entry, looked up, the tested form may be a part): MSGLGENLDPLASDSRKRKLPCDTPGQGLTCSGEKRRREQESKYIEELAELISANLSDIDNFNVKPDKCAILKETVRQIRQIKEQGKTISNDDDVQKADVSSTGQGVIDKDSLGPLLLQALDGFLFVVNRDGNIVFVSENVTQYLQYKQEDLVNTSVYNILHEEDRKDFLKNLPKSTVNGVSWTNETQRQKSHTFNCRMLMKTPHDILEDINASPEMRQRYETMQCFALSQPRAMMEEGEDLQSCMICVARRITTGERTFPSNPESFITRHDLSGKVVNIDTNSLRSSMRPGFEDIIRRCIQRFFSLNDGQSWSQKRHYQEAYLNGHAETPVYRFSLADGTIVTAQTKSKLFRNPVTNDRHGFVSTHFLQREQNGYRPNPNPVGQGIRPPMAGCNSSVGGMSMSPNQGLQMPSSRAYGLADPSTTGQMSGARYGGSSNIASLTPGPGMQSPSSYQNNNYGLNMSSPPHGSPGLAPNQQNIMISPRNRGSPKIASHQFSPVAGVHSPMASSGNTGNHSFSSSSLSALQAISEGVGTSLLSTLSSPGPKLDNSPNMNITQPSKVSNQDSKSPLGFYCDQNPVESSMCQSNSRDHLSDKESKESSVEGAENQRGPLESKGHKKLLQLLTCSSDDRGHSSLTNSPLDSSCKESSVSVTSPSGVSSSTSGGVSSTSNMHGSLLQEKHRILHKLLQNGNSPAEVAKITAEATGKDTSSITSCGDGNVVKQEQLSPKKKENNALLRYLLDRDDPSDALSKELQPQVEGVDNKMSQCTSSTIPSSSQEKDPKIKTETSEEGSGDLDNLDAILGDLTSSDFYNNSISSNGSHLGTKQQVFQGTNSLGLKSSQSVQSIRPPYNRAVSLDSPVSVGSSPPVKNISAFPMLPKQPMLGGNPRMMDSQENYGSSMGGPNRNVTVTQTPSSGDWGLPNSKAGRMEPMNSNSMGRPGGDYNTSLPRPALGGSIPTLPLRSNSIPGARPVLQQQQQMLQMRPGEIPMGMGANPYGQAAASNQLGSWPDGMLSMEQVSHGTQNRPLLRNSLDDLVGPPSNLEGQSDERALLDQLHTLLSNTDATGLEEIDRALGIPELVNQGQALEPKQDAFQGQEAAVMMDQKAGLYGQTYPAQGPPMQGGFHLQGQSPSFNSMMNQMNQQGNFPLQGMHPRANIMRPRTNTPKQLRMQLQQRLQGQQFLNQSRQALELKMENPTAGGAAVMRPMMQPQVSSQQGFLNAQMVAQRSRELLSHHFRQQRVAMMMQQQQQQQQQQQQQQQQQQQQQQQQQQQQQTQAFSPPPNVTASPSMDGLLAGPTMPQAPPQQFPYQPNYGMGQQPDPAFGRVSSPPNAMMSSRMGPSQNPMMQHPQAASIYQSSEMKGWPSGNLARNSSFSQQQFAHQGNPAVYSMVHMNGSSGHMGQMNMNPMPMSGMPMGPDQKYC
NR5A2 inv ag = NR5A2 inverse agonism in reporter assay; O00482; HEK293T StAR-luciferase reporter, LRH-1 transfected, 24 h; inhibition, % at 3.6 µM; 0.13% of 360,000 active; AID 602396;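 active = inhibition above the mean inhibition of all tested compounds plus 3 SD, cut at about 73% in these data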;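 note: 0% = DMSO wells and 100% = reporter-only cells lacking LRH-1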
SRC2 inh = inhibits human steroid receptor coactivator 2 | Q15596 | inhibition, % at 9 µM | HEK293 GAL4-SRC2 luciferase reporter, luminescence | AID 651957 | 0.17% of 370,000 active;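 active = inhibition above the mean inhibition of all tested compounds plus 3 SD, set per campaign, cut at about 52% in these data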;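 note: 0% = DMSO treated cells and 100% = cells given Gossypol at 36 µM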
COUP-TFII inh = inhibitors of human COUP-TFII (NR2F2); P24468; HEK293T NGFI-A luciferase reporter, luminescence; inhibition, % at 8.6 µM; 0.7% of 370,000 active; AID 686940;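 active = inhibition above a per-plate cutoff, mean inhibition of test wells between control levels plus 3 SD, cut at about 38% in these data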;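 note: cells cotransfected with COUP-TFII expression vector driving the NGFI-A reporter; 0% = median of COUP-TF2 test wells and 100% = reporter-only cells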
C8 TRAIL sens = sensitizes caspase-8 expressing cells to TRAIL; NB7+C8 cells + TRAIL, ATPlite viability luminescence; inhibition (viability loss, TRAIL sensitization), % at 10 µM; 1% of 360,000 active;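 active = compounds causing at least 50% loss of cell viability in the single-dose screen, relative to plate controls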
TLR9-MyD88 block = inhibitors of human TLR9-MyD88 binding. 0.21% of 340,000 active. inhibition, % at 4.98 µM. CHO BLA complementation TLR9-MyD88, CCF4 FRET ratio. Q9NR96+Q99836;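 active = inhibition above the mean over all tested compounds plus 3 SD, cut at about 21% in these data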;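 note: 0% = DMSO only wells and 100% = clavulanate BLA inhibitor control wells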
NOD2 RIPK2 PPI = blocks binding of human NOD2 to RIPK2; CHO BLA complementation NOD2-RIPK2, CCF4 ratio; inhibition, % at 4.98 µM; 0.38% of 360,000 active; in the data active = inhibition above about 21%;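 note: 0% = vehicle only and 100% = reference blocker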
TWEAK-Fn14 inh = TWEAK-Fn14 signaling inhibition; AID 1159606; 2% of 360,000 active; TWEAK-stimulated Fn14 reporter cells, luciferase luminescence, 8 h; inhibition, % at 10 µM; in the data active = inhibition above about 50%
EBV LMP1 NFkB = reduces LMP1-driven NF-kappaB luciferase signal. 0.69% of 350,000 active. LMP1-induced NF-kappaB luciferase reporter cells, luminescence. inhibition, % at 12.5 µM; in the data active = inhibition above about 41%;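 note: 0% = neutral control wells and 100% = reference inhibitor control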
TROY NFkB inh = TROY signaling inhibition | Q293 LMP1-TROYcd NF-kB luciferase reporter, 4 h | inhibition, % at 10 µM | 0.98% of 360,000 active | AID 1347056;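 active = compounds whose plate-normalised and pattern-corrected inhibition of the luciferase reporter signal at the single screening dose is 50% or more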
NCOA1 inh = human NCOA1 inhibition; 0.12% of 360,000 active; inhibition, % at 3.6 µM; HEK293 GAL4-SRC1 luciferase reporter, luminescence; Q15788;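 active = inhibition above the campaign mean plus 3 SD, with each screening campaign given its own cutoff, cut at about 60% in these data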;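 note: 0% = DMSO treated cells and 100% = gossypol at 36 µM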
Active calls of the source: *; · = no result given. An excerpt. The share of hits here may be higher or lower than overall.

SMILES,SRC2 inh,TLR9-MyD88 block,EBV LMP1 NFkB,C8 TRAIL sens,TROY NFkB inh,NR5A2 inv ag,SRC3 inh,NOD2 RIPK2 PPI,NCOA1 inh,TWEAK-Fn14 inh,COUP-TFII inh
CC(Sc1nc2ccccc2s1)C(=O)NC1CCCc2ccccc21 (stereo unspecified),8,1,-8,-2,1,15,24,-2,-22,3,7
Cc1ccc(CN2CC(C(=O)NCC(=O)Nc3c(C)cccc3C)CC2=O)cc1 (stereo unspecified),-16,-5,0,-4,11,-27,13,-9,-13,1,-6
COc1cccc(C2NC(=O)NC(C)=C2C(=O)Nc2ccc(C)cc2)c1 (stereo unspecified),-14,0,0,-7,4,9,-25,-5,-2,-25,-3
O=C(NCc1ccccc1)c1onc(CS(=O)(=O)c2ccc(Cl)cc2)c1C(=O)NCc1ccccc1,-9,-4,6,21,-1,1,-14,-3,1,-27,-7
Cc1ccc(NC(=O)Cn2cccc2)cc1C,-11,4,7,-4,13,-18,-14,-3,-7,-4,-3
Cn1c(=O)c2sccc2n2c(CCCC(=O)NC3CCN(Cc4ccccc4)CC3)nnc12,18,-7,0,-11,13,10,9,-8,20,11,-4
O=C(NCCc1nc(-c2ccc(F)cc2)no1)c1ccc(F)cc1,-33,2,1,-14,-10,-2,-1,-7,7,11,12
N#Cc1cc([N+](=O)[O-])ccc1NC(=O)COC(=O)C1CC2CCCC(C1)C2=O (stereo unspecified),14,-8,-2,-16,20,14,2,1,-1,-25,4
O=C(Cc1cccs1)Nc1nnc(SCC(=O)N2CCCCC2)s1,-7,-5,13,-1,-11,-27,-5,-8,0,-10,9
Cc1nn(-c2ccccc2)c(C)c1NC(=O)Cc1cccs1,-24,5,1,7,-17,-13,-26,4,1,15,-21
Cc1nc(S(=O)(=O)Nc2ccc3c(c2)OCCO3)cn1C,21,·,4,-25,11,-7,11,-1,3,8,-3
CC1=C(C(=O)Nc2ccccc2)C(c2ccccc2)N2C(=O)CSC2=N1 (stereo unspecified),-4,5,1,-12,-19,-1,2,6,-14,11,11
Cc1cc(NC(=O)c2ccc(F)cc2)n(-c2ccccn2)n1,-13,-24,6,-2,-24,10,7,-4,6,-7,-20
Cc1ccc(P(=O)(CO)c2ccc(C)cc2)cc1,-10,-3,-1,16,-8,13,-9,4,-3,3,9
COc1ccc(C(=O)NCC2CCCCC2)cc1S(=O)(=O)N1CCCC1,-1,-4,3,6,-4,-19,-5,2,2,-14,5

(list continues)
SMILES,SRC2 inh,TLR9-MyD88 block,EBV LMP1 NFkB,C8 TRAIL sens,TROY NFkB inh,NR5A2 inv ag,SRC3 inh,NOD2 RIPK2 PPI,NCOA1 inh,TWEAK-Fn14 inh,COUP-TFII inh
CCC(C)C(=O)Nc1ccc([N+](=O)[O-])cc1OC (stereo unspecified),-20,11,3,2,-5,10,-8,-8,-5,3,2
CNC(=O)c1cccc(NC(=O)CCCNC(=O)c2ccc(Cl)cc2)c1,-6,-4,-7,10,2,-18,2,-10,-39,16,-1
CCOc1ccc(NC(=O)CN(C)C(=O)c2cccnc2SC)cc1OCC,-10,-2,0,-1,20,-8,14,-10,-2,-4,5
O=C(COC(=O)Cc1ccc(Br)cc1)NCc1ccc(F)cc1,14,-4,3,-3,-10,-5,18,4,-3,-3,-1
Cc1cccc(NC(=O)CN2C(=O)N/C(=C/c3cc(C)n(-c4ccncc4)c3C)C2=O)c1,0,7,8,-11,-14,13,-4,-7,3,-18,7
CCc1cc(=O)oc2cc3occ(C)c3cc12,-21,5,7,0,6,32,18,-3,10,-14,5
Cc1ccc(S(=O)(=O)N2C[C@H]3[C@H]4C(=O)N(c5ccccc5)C(=O)[C@H]4C[C@H](OC(=O)NC4CC4)[C@@]3(O)C2)cc1,-14,-4,-3,2,-2,10,-6,0,-32,5,2
C=CCSc1nc(-c2ccc3c(c2)OCO3)cc(C(F)(F)F)c1C#N,-5,-3,-3,10,15,15,-13,-6,1,1,-7
Cc1cc(C)c(C)c(S(=O)(=O)N2CCC(C(=O)NCc3cccs3)CC2)c1C,13,11,-6,-2,-8,3,0,2,5,6,2
O=C(Nc1ccc(NC(=O)c2ccco2)nc1)c1ccccn1,-45,1,16,42,-40,-153,-92,-3,-113,52*,-17
CC(C)CCNC(=O)CCCC1=NS(=O)(=O)c2ccccc2N1,-11,-5,5,19,0,14,17,7,9,12,-7
COCCCN(C(=S)NC(=O)c1ccc(Br)cc1)c1c(N)n(Cc2ccccc2)c(=O)[nH]c1=O,5,-1,0,7,-21,7,0,-6,-16,-17,15
Cc1ccc(NC(=O)CC(C)S(=O)(=O)c2ccc3c(c2)NC(=O)CO3)c(Cl)c1 (stereo unspecified),-9,-17,4,12,-6,8,8,-5,11,-5,16
CCN1C(=O)[C@H]2[C@H]3CN=C(SCc4ccc(C(=O)OC)cc4)N3[C@@](Cc3ccccc3)(C(=O)OC)[C@H]2C1=O,5,-3,1,-11,-18,8,2,-1,4,19,-29
COc1ccc(CCNC(=O)c2cccc(Br)c2)cc1OC,7,6,1,-13,-8,10,12,-11,-19,-4,26

The results go on:
SMILES,SRC2 inh,TLR9-MyD88 block,EBV LMP1 NFkB,C8 TRAIL sens,TROY NFkB inh,NR5A2 inv ag,SRC3 inh,NOD2 RIPK2 PPI,NCOA1 inh,TWEAK-Fn14 inh,COUP-TFII inh
Cc1ccc(-c2nnc(SCC(=O)N3CCOCC3)nc2-c2ccc(C)cc2)cc1,-14,3,5,-8,-2,6,2,-6,-8,-21,2
O=C(NCCCN1CCN(Cc2ccccc2)CC1)C1CCN(c2nnc(-n3cccc3)s2)CC1,11,-6,23,10,-9,38,18,2,10,3,9
COc1cc(/C=N/NS(=O)(=O)c2ccc(C)cc2)ccc1OCc1ccc(C(=O)O)cc1,-26,0,61*,15,-70,-180,-98,3,-135,-13,-48
CCn1nc(C(=O)NCc2ccco2)c(Cl)c1Cl,-20,10,9,-10,-1,-6,17,-10,2,-18,9
Cn1c(SCc2cnc(-c3ccccc3)s2)nnc1C1COc2ccccc2O1 (stereo unspecified),-19,-1,-7,5,-18,-12,-16,-9,0,0,3
CCCn1c2ccccc2c2cnn(CC(=O)NC(C)CC)c(=O)c21 (stereo unspecified),7,-1,-5,2,13,-2,9,2,7,3,5
CCOc1ccc(S(=O)(=O)n2c(C)nc3ccccc32)cc1,11,2,2,8,-4,8,-4,-10,1,1,-18
O=C(NCCCN1CCOCC1)c1cn(-c2ccccc2)nc1-c1ccc(Br)cc1,15,10,-10,1,7,9,4,-8,-7,-6,2
CCN(CC(=O)Nc1ccc2c(c1)OCCO2)C(=O)/C=C/c1ccc(OC)cc1OC,-23,-17,-6,2,-73,-3,-22,-2,-21,-26,-2
C=CCn1c(NC(=O)c2ccccc2Cl)c(C#N)c2nc3ccccc3nc21,-1,-7,5,-11,66*,2,1,-3,-3,13,27
Cc1ccc(C2(C)NC(=O)N(CC(=O)NC(=O)NC(C)C)C2=O)cc1 (stereo unspecified),2,-9,-2,1,3,-16,-9,-5,6,4,-5
O=C(NCc1ccncc1)C1CCC(=O)N(CCc2ccc(Cl)cc2)C1 (stereo unspecified),15,1,-8,28,-15,2,-11,-7,-10,-2,13
Cc1cccc(C)c1NC(=O)CN(C)C(=O)c1ccccc1Sc1ccccc1C#N,5,9,5,16,-9,9,8,-120,1,12,-36
CCOC(=O)C1C(=O)OC2(CCCCC2)C1C(=O)OCC (stereo unspecified),-5,-2,-3,7,-6,5,19,0,0,-10,-12
CCCOc1ccc(C(=O)OCC(=O)c2c(N)n(C)c(=O)n(C)c2=O)cc1OC,4,-1,12,11,10,13,17,0,-6,0,7

(list continues)
SMILES,SRC2 inh,TLR9-MyD88 block,EBV LMP1 NFkB,C8 TRAIL sens,TROY NFkB inh,NR5A2 inv ag,SRC3 inh,NOD2 RIPK2 PPI,NCOA1 inh,TWEAK-Fn14 inh,COUP-TFII inh
COc1cccc(CN2CCSCC2)c1OC,10,-6,1,0,0,6,-3,-13,-1,0,15
CCOc1ccc(NC(=O)CN(C)C(=O)Cn2c(=O)oc3ccccc32)cc1OCC,9,-1,6,6,-1,-4,19,3,-6,-15,7
CCN(CC(O)COc1ccc(OCC(O)CN(CC)C2CCCCC2)cc1)C1CCCCC1 (stereo unspecified),4,1,-26,-3,-22,-9,12,2,-10,-56,-20
COC(=O)c1ccccc1NC(=O)c1ccccc1NS(C)(=O)=O,-28,-6,-1,-14,-4,14,0,-3,-5,-12,-3
CN1C(C)(C)c2ccccc2OS1(=O)=O,3,1,1,-1,5,-21,11,-1,-13,-7,0
COc1ccc(C(=O)NC2CCN(C(=S)Nc3ccc(C)c(C)c3)CC2)cc1,0,2,1,2,28,12,6,-10,-4,15,2
CC(=O)OCC1OC(OCc2cn(C[C@H]3CC[C@H](Cn4cc(COC5OC(COC(C)=O)C(OC(C)=O)C(OC(C)=O)C5OC(C)=O)nn4)O3)nn2)C(OC(C)=O)C(OC(C)=O)C1OC(C)=O (stereo partly specified),-20,6,5,2,3,9,-6,-2,-13,0,14
O=C(Nc1cccc(C(F)(F)F)c1)N1CCC(c2nc(-c3ccc(F)cc3)no2)CC1,20,11,26,22,36,-1,11,3,14,19,31
CSCCC(=O)Nc1cc(S(=O)(=O)N2CCOCC2)ccc1N1CCN(C)CC1,-12,-9,8,-2,-6,-5,20,-6,-18,-7,-17
Cc1cn(CC(=O)N[C@H](C)c2cccc3ccccc23)c(=O)[nH]c1=O,8,1,3,-16,-14,-1,-2,-1,-6,-24,9
CC(C)c1ccc(OCC(=O)NCc2ccco2)cc1,6,-6,-15,3,-35,11,-30,-15,0,-13,4
Cc1ccc(CNS(=O)(=O)c2ccc(-n3cnnn3)c(C)c2)cc1,13,0,5,1,7,3,17,-11,-5,8,-3
COc1ccc(NC(=O)c2cc(-c3cccc(OC)c3)on2)cc1,-9,-5,-3,7,-11,-13,3,3,-19,-6,-3
Cc1ccsc1C1C(C#N)=C(N)N(N(C)C)C2=C1C(=O)CCC2 (stereo unspecified),-8,-6,0,-5,-9,3,2,-5,3,9,12
O=C(NC1CCCCC1)C(Cc1ccccc1)NS(=O)(=O)c1cccs1 (stereo unspecified),-3,5,1,-3,-5,11,4,4,-2,16,0

Continued.
SMILES,SRC2 inh,TLR9-MyD88 block,EBV LMP1 NFkB,C8 TRAIL sens,TROY NFkB inh,NR5A2 inv ag,SRC3 inh,NOD2 RIPK2 PPI,NCOA1 inh,TWEAK-Fn14 inh,COUP-TFII inh
CC(C)C1NC(=S)N(C2CCCCC2)C1=O (stereo unspecified),-2,-5,4,-18,-11,10,9,7,-6,-11,-6
CNC(=S)N/N=C/c1ccco1,15,0,-1,-24,-7,-21,-24,-1,5,7,-10
CCC(=O)c1ccccc1OCCCN1C(=O)NC(C)(C)C1=O,6,1,-9,4,-13,15,9,-2,-6,10,-3
CC(C)=CC(=O)OCC(=O)Nc1nc(C)c(Cl)cc1Cl,-19,-7,-14,7,-11,-4,17,-5,-3,-4,7
CC(C(=O)NCc1ccccn1)N1C(=O)c2ccccc2C1=O (stereo unspecified),-2,-2,-9,-10,-9,4,6,-8,9,-3,-17
CCc1ccc([C@H]2[C@@H]3C(=O)C[C@@H]4C(=O)N(Cc5ccccc5)C(=O)[C@@H]4[C@@H]3CN2S(=O)(=O)c2ccc(C)cc2)cc1,-38,·,·,-7,1,3,-6,5,15,17,5
COc1ccc(CC(=O)NCc2ccco2)cc1OC,10,0,1,-22,-8,15,12,-17,-20,10,1
